Bioassay records deposited in PubChem by several laboratories.
bIAP inhibitor – blocks bovine intestinal alkaline phosphatase activity | purified bovine IAP, CDP-star luminescence, 30 min | inhibition, % at 20 µM | 190,000 tested, under 10 active | AID 1019;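 active = over 50% inhibition of intestinal alkaline phosphatase at 20 µM in the single-dose screen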
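Incubation: 30 min reaction at room temperature / Material: purified bovine intestinal alkaline phosphatase (IAP) enzyme / Input: enzyme at 1/65,000,000 dilution / Dosing: 20 µM single dose / Signal: CDP-star luminescence signal / Reagent: CDP-star chemiluminescent phosphatase substrate, 30 µM final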
TNAP act hi DEA – activators of human TNAP at high phosphate acceptor concentration; purified TNAP, CDP-star luminescence, 1 M DEA, 30 min; stronger effect = higher value; 0 = EDTA background, 1 = DMSO-only activity; activation factor at 20 µM; 200,000 tested, under 10 active;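 active = activation factor at least 2 at 20 µM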
Target sequence (P05186 whole entry, looked up): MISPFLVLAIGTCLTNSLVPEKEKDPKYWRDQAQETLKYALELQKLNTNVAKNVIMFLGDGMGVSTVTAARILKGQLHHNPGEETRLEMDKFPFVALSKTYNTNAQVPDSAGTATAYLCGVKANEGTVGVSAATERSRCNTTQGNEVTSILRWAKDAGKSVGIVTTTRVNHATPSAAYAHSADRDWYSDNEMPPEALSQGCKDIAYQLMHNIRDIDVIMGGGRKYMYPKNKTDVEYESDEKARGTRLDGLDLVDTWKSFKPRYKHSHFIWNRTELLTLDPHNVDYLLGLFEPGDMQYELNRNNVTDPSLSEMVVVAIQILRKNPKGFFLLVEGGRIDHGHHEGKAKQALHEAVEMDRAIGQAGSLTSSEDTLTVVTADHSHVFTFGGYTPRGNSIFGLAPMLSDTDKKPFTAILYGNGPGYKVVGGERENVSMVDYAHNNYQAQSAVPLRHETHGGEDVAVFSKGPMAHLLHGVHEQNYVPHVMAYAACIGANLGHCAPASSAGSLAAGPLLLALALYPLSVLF
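Measured by: Luminescent substrate turnover signal | Test system: Human TNAP | Input: TNAP 1/800 final | Dosing: 20 µM single point | Schedule: 30 min, room temperature | Controls: EDTA wells as negative control, DMSO wells as positive control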
TNAP inh no acc – inhibitors of human TNAP without phosphate acceptor | purified TNAP, CDP-star luminescence, 30 min | actives 0.26% (n = 200,000) | AID 1012 | P05186 | inhibition, % at 20 µM;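 active = tissue-nonspecific alkaline phosphatase inhibition above about 50% at 20 µM in the single-dose screen, limit read from the data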;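 note: 0% = DMSO negative control and 100% = EDTA positive control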
TNAP inh hiacc – blocks human TNAP under high phosphate acceptor concentration; P05186; purified TNAP, CDP-star luminescence, 1 M DEA; inhibition, % at 20 µM; actives 0.03% (n = 200,000); AID 1135;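 active = over 50% inhibition of tissue-nonspecific alkaline phosphatase at 20 µM in the single-dose screen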;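 note: plate controls were DMSO wells for no effect and EDTA-quenched wells as full inhibition for full effect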
Diaphorase inh – inhibits diaphorase or chemically oxidizes, flagging diaphorase assay artifacts | diaphorase resazurin-to-resorufin fluorescence, NADH, 16 min; bacterial (C. kluyveri) enzyme, not human | inhibition, % at 20 µM | actives 0.69% (n = 190,000) | AID 1217;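 active = primary screen inhibition at 20 µM above a set limit, cut at about 50% in these data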;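 note: plate controls were DMSO with full reaction for no effect and wells lacking NADH for full effect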
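Test system: Clostridium kluyveri diaphorase enzyme / Quantity: diaphorase at 0.14 U/mL in enzyme working solution / Incubation: 16-min room-temperature incubation before reading / Benchmarks: NADH-free wells as positive control, DMSO-only neutral wells / Signal: resorufin fluorescence 544/590 nm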
PMI act hi M6P – PMI (human) activation, high substrate | activation factor at 20 µM | coupled PMI enzyme assay, resazurin fluorescence, 20 min; stronger effect = higher value; 1 = untreated enzyme, 0 = substrate-free blank | P34949 | actives 0.34% (n = 190,000);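 active = activation factor of 2 or more at 20 µM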
Target sequence (P34949 whole entry, looked up): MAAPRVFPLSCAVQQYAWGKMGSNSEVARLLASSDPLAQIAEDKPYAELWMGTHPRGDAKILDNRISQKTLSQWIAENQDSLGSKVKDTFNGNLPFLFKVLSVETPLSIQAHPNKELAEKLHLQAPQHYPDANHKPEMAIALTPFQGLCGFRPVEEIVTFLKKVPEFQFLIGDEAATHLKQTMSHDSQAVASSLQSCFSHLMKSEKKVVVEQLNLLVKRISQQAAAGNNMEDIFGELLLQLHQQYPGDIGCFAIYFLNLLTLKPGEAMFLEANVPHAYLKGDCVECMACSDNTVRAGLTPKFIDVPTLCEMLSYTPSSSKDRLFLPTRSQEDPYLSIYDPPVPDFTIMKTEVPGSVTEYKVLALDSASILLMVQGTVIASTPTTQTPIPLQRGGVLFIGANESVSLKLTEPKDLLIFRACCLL
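Test system: Human PMI in coupled enzyme assay | Input: 15 ng/mL PMI | Medium: HEPES-buffered pH 7.4 with magnesium and detergent | Compound: One concentration, 20 µM, in 1% DMSO | Incubation: Enzyme reaction with compound 20 min at room temperature | Detection: Diaphorase-driven resazurin-to-resorufin fluorescence, excitation 544, emission 590 nm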
PMI activator – phosphomannose isomerase (human) activation; AID 1214; actives 0.005% (n = 190,000); P34949; purified human PMI, coupled resazurin fluorescence, 20 min; stronger effect = higher value; 1 = vehicle control, 0 substrate-free wells; activation factor at 20 µM;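 active = activation factor of 2 or more at 20 µM, relative to plate controls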
Lmaj promast – inhibitors of Leishmania major promastigote growth. inhibition, % at 10 µM. AID 1063. Leishmania major promastigotes, resazurin fluorescence viability. actives 9% (n = 200,000); in the data active = inhibition above about 50%;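 note: promastigotes grown with compound for 44 hours at 28 °C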
bIAP act – intestinal alkaline phosphatase (bovine) activation; actives 0.17% (n = 200,000); purified bovine IAP, CDP-star luminescence, 30 min; stronger effect = higher value; fold of DMSO-control signal, blank-subtracted; activation factor at 20 µM; AID 1016;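 active = activation factor of 2 or more at 20 µM, a signal rise over negative controls twice the positive control's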
Diaph act CS – diaphorase activation or chemical reduction counter-screen; Diaphorase/resazurin coupled assay, resorufin fluorescence, 16 min; stronger effect = higher value; 1 = vehicle wells, 0 = NADH-free wells; activation factor at 20 µM; actives 0.005% (n = 190,000); AID 1229;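 active = diaphorase activity raised at least twofold by the compound at 20 µM; inactive = activation factor below 2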
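Assay system: bacterial diaphorase enzyme (C. kluyveri) / Input: enzyme 0.07 U/mL final / Medium: 50 mM HEPES pH 7.4 with 4.542 mM MgCl2, 0.005% Tween 20 / Doses: single compound dose of 20 µM, 1% DMSO final / Incubation: 16 min enzyme reaction, ambient temperature / Signal: fluorescence, excitation 544 nm and emission 590 nm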
* marks the source's active call; other numbers are inactive results; . = no result given.

Structure,bIAP inhibitor,TNAP act hi DEA,TNAP inh no acc,TNAP inh hiacc,Diaphorase inh,PMI act hi M6P,PMI activator,Lmaj promast,bIAP act,Diaph act CS
COc1ccc(C2C(=O)N(C3CCCCC3)CC(=O)N2C2CCCC2)cc1 (stereo unspecified),2,1,-8,-5,10,1,1,0,1,0.9
CC(=O)c1ccc(N2CCN(C(=O)CCS(=O)(=O)c3ccc(C)cc3)CC2)cc1,6,1,-6,2,12,1.1,0.9,11,0.9,0.9
CN1CCCN(S(=O)(=O)c2ccc(Cl)c(Cl)c2)CC1,-5,1,-2,-4,0,1,1.1,82*,1,1
CCOc1ccc(C(=O)NCC(=O)N2CCc3ccccc3C2)cc1OCC,-17,1,-8,-2,6,1,1.2,16,1.2,0.9
O=C(COc1ccccc1)NC(NC(=S)Nc1ccccc1O)C(Cl)(Cl)Cl (stereo unspecified),9,1,-6,0,12,0.9,0.8,3,0.9,0.9
O=C(CSc1nc(O)c(Cc2ccccc2)c(=O)[nH]1)Nc1ccccc1,2,1,-16,-3,24,0.9,0.8,-14,1,0.8
O=C(Nc1nnc(C2COc3ccccc3O2)o1)c1ccc(F)cc1 (stereo unspecified),1,1,-8,5,2,1.1,1,85*,1,1
COCCC(=O)NC12CC3CC(CC(C3)C1)C2,7,1,-6,1,6,0.9,0.9,-5,0.9,0.9
CCCN(CC(=O)Nc1ccccc1C)C(=O)c1cc(=O)[nH]c2ccccc12,2,1,-4,-5,2,1.2,1.2,2,1,1
CC(C)=C1C(=O)NN(c2ccc(F)c(Cl)c2)C1=O,4,1.1,-12,-7,8,1.5,1.3,-15,1,0.9
O=C(CN1C(=O)COc2ccc(S(=O)(=O)N3CCCC3)cc21)NC1CCCCCCC1,10,1,-34,-1,6,1,1,3,0.9,0.9
Cc1cc(C(=O)c2ccc(Cl)cc2)c(NC(=O)CCl)s1,-6,1,-17,1,3,1.1,1.1,28,1.1,1
O=C1OC(NC(=O)c2ccccc2)C(N2CCOCC2)=C1Cl (stereo unspecified),11,1,2,-4,8,1,0.9,-6,0.9,0.9
Cc1c(C(=O)Nc2ccc(Cl)cc2)c2ccccn2c1C(=O)c1ccccc1,13,1,-8,-3,11,0.9,0.9,0,0.9,0.9
CC(=O)c1c(C)[nH]c(C(=O)NCCN2CCC(C)CC2)c1C,7,1,-5,-2,18,0.9,0.9,-5,0.9,0.8

The list goes on:
Structure,bIAP inhibitor,TNAP act hi DEA,TNAP inh no acc,TNAP inh hiacc,Diaphorase inh,PMI act hi M6P,PMI activator,Lmaj promast,bIAP act,Diaph act CS
CCN(CC)c1ccc(C(=O)N/N=C/c2ccc(OC)cc2OC)cc1,3,1,-52,-2,14,0.9,0.9,19,1,0.9
Cc1ccccc1NC(=O)CSc1nc2n(n1)CCCCC2,9,1,2,-4,-9,1.1,1.1,-3,0.9,1.1
CCOc1ccc(NC(=O)CS(=O)(=O)c2cn(C)c3ccccc23)cc1,11,1,-8,-3,20,0.8,0.8,-3,0.9,0.8
O=C(COc1ccc(S(=O)(=O)NC2CCCCC2)cc1)Nc1ccc2c(c1)OCCO2,-5,1.1,-18,-6,12,1,1,19,1.1,0.9
CC(C)/C(=N\NC(=O)Nc1ccccc1)c1ccccc1,-1,1,-10,-3,-4,1,1,4,1,1
COc1ccccc1-n1c(CNC(=O)c2cccs2)n[nH]c1=S,8,1,-4,2,9,1.1,1,-5,0.9,0.9
O=C(N/N=C/c1cccc(O)c1)c1ccc(COc2ccc3c(c2)CCC3)o1,18,1.1,-21,-6,41,0.9,0.9,1,0.8,0.6
O=C(CCn1c(=O)[nH]c2ccccc2c1=O)N1CCN(c2ccc(Cl)cc2)CC1,6,1,3,0,16,0.9,1,8,0.9,0.8
O=C(CN1CCN(c2ccccc2)CC1)Nc1cccc(C(F)(F)F)c1,-4,1.1,-6,-5,18,0.9,0.9,-4,1,0.8
CCN(CC)CCNC(=O)C1c2cc(OC)c(OC)cc2C(=O)N2CCc3ccccc3C12 (stereo unspecified),-41,1.1,-23,-9,5,1,1,5,1.4,1
Cc1onc(-c2ccccc2Cl)c1C(=O)Nc1ccc2c(c1)OCO2,6,1.1,-3,-6,7,1.1,1.1,4,0.9,0.9
COc1ccccc1NC(=O)c1oc2ccccc2c1NC(=O)c1ccco1,4,1,-6,-2,21,0.8,0.7,14,1,0.8
CCO[C@H]1OC(C(=O)N2CCN(C)CC2)=C[C@@H](c2ccc3c(c2)OCO3)[C@@H]1CCCO,-23,0.9,-1,5,4,1,0.9,0,1.2,1
CC(C)(C)NC(=O)c1cc(C(C)(C)C)c(O)c(C(C)(C)C)c1,6,1,-16,0,4,1.1,1.1,45,0.9,1
CCCCc1ccc(NC(=O)CSC2=C(C#N)C(c3ccco3)C3=C(CCCC3=O)N2)cc1 (stereo unspecified),3,1,-7,0,12,1.2,1,8,1,0.9

3 structures from above, ordered by length of the SMILES, highest first.
Structure,bIAP inhibitor,TNAP act hi DEA,TNAP inh no acc,TNAP inh hiacc,Diaphorase inh,PMI act hi M6P,PMI activator,Lmaj promast,bIAP act,Diaph act CS
CCOc1ccc(NC(=O)CS(=O)(=O)c2cn(C)c3ccccc23)cc1,11,1,-8,-3,20,0.8,0.8,-3,0.9,0.8
O=C(CN1CCN(c2ccccc2)CC1)Nc1cccc(C(F)(F)F)c1,-4,1.1,-6,-5,18,0.9,0.9,-4,1,0.8
CC(C)/C(=N\NC(=O)Nc1ccccc1)c1ccccc1,-1,1,-10,-3,-4,1,1,4,1,1

Next section:
Structure,bIAP inhibitor,TNAP act hi DEA,TNAP inh no acc,TNAP inh hiacc,Diaphorase inh,PMI act hi M6P,PMI activator,Lmaj promast,bIAP act,Diaph act CS
CCCn1c(O)c(N=N)c2ccccc21,-3,1,-11,-3,6,1.1,1,-8,1,0.9
COc1cc(CCC(=O)OCC(N)=O)cc(OC)c1OC,-7,1,-9,0,3,1.1,1.1,-7,1.1,1
N#CC1=C(c2ccc(-c3ccccc3)cc2)COC1=O,-4,1,-21,-1,2,2.4*,1.7,-9,1,1
CC/C(=N/Nc1ccccc1C)c1cnnc(SC)n1,-4,0.8,11,17,19,2.3*,1.5,6,1,0.8
COC(=O)CC1SC(=O)NC1=Nc1ccc(O)cc1 (stereo unspecified),5,1,-10,-5,7,1,1,-7,1,0.9
COCCN(C(=S)Nc1cc(C)ccc1C)C(C)c1cccnc1 (stereo unspecified),-21,1,-2,-1,8,1,0.9,95*,1.2,0.9
COc1cc(C2C(C#N)=C(N)OC3=C2C(=O)CCC3)ccc1OC(=O)N1CCOCC1 (stereo unspecified),4,1.1,-12,-5,13,0.9,0.9,-3,1,0.9
CCOc1cc(N2CCOCC2)c(OCC)cc1NC(=O)CC12CC3CC(CC(C3)C1)C2,-2,0.9,-7,5,23,0.8,0.8,26,1,0.8
CC(=O)Nc1ccc(NC(=O)c2ccccc2CC[N+](=O)[O-])cc1,2,1,-12,-5,9,1,1.1,-2,1,0.9
O=C(c1ccco1)N1CCc2ccccc21,-5,1,-12,-1,7,1,1.1,1,1.1,0.9
C/C(=C\C(=O)c1ccc(C)o1)Nc1ccc2c(c1)OCO2,32,1,-3,3,13,0.9,0.7,-1,0.7,0.9
CC(C)c1ccc(NC(=O)COC(=O)[C@H](CCC(N)=O)NC(=O)c2ccc(F)cc2)cc1,12,1,-7,4,16,0.9,0.9,-7,0.9,0.8
COc1ccc(C(=O)N/N=c2\oc3ccccc3cc2C(=O)NCc2ccccc2)cc1,.,1,-3,2,10,0.9,1,-2,0.4,0.9
CC(C)NCc1nnc(-c2ccc(Cl)cc2)o1,-6,1,-4,-3,5,1,1,-14,1.1,0.9
COCCn1c(=NC(=O)c2ccco2)sc2cc(C(=O)OC)ccc21,48,1,4,5,5,1,0.9,-1,0.5,0.9

(list continues)
Structure,bIAP inhibitor,TNAP act hi DEA,TNAP inh no acc,TNAP inh hiacc,Diaphorase inh,PMI act hi M6P,PMI activator,Lmaj promast,bIAP act,Diaph act CS
CCCn1cc(S(=O)(=O)CC(=O)Nc2ccc(OCC)cc2)c2ccccc21,6,1.1,-15,-6,26,0.8,0.8,-6,0.9,0.7
CN(C)c1ccc(/C=N/n2cnn(Cc3ccccc3Cl)c2=S)cc1,-4,1,-12,-4,4,1.1,1,9,1,1
CC(=O)Nc1cccc(Oc2ncnc3scc(-c4ccc(C)cc4)c23)c1,3,1,-5,0,17,0.9,0.8,2,1,0.8
CCOC(=O)c1ccc(S(=O)(=O)NCC(C)(C)N2CCOCC2)cc1,-12,1,2,-5,0,1.2,1.2,0,1.1,1
CC(C)(C)C1CCC(=NNC(=O)c2ccc(Br)o2)CC1 (stereo unspecified),6,1,4,-4,10,1.1,1,-10,0.9,0.9
CCS/C(N)=N/N=C/c1cc(C)ccc1O,13,1.1,-6,-5,14,0.8,0.9,2,0.9,0.9
CNS(=O)(=O)c1ccc2nc(NC(=O)c3ccc(N4C(=O)CCC4=O)cc3)sc2c1,-4,1,-9,-1,12,0.9,1,-8,1,0.9
C=CCn1c(SCC)nc2sc3c(c2c1=O)CCc1ccccc1-3,16,1.1,-13,-5,11,0.9,0.9,3,0.8,0.9
COc1ccc(NC(=O)CSc2nnc(CNC(=O)c3ccco3)o2)c(OC)c1,6,1.1,-12,-5,20,0.9,0.9,-6,0.9,0.8
CCOC(=O)CSc1nnc(CNC(=O)c2ccc(S(=O)(=O)N3CCCC3)cc2)n1C,-8,1,-14,-4,4,1.4,1.2,-5,1.1,1
O=C(COC(=O)C1CC(=O)N(Cc2ccco2)C1)c1ccc(OC(=O)c2ccccc2)cc1 (stereo unspecified),12,1,-9,0,4,1.3,1.2,7,0.9,1
COc1cccc(CC2(CO)CCCN(Cc3ccc(CN4CCCCC4)s3)C2)c1 (stereo unspecified),-10,1,-1,0,-2,1,0.9,77*,1.1,1
O=C(O)c1ccc2c(c1)S(=O)(=O)N=C1CCCCCN12,-1,1.1,4,-8,0,1,1.2,-9,1,1
CCCCn1nnc(NC(=O)CC23CC4CC(CC(C4)C2)C3)n1,11,1,-9,2,4,1,0.9,3,0.9,1
CCCCc1cc(=O)oc2cc(O)ccc12,22,1,-6,0,-3,1,1,-3,0.8,1
CCn1c(=O)cc(N2CCC3(CC2)OCCO3)[nH]c1=O,7,1,-9,1,15,0.8,0.9,-6,0.9,0.8
CSc1nc(N2CCOCC2)c2sccc2n1,-3,1,-2,1,10,0.8,0.9,12,1,0.9
